Screening results as filed in PubChem.
BCLXL inh = blocks human Bcl-xL binding to Bim BH3 peptide; GST-Bcl-xL / FITC-Bim BH3 peptide fluorescence polarization; 0.7% of 320,000 active; inhibition, % at 10.9 µM; Q07817;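 active = inhibition above the mean of all tested compounds plus 3 SD, cutoff set per campaign, cut at about 30% in these data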;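 also: 0% = DMSO wells and 100% = unlabeled Bim-BH3 peptide competitor; inhibitors lower millipolarization by displacing the labeled peptide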
Target sequence (Q07817 whole entry, looked up): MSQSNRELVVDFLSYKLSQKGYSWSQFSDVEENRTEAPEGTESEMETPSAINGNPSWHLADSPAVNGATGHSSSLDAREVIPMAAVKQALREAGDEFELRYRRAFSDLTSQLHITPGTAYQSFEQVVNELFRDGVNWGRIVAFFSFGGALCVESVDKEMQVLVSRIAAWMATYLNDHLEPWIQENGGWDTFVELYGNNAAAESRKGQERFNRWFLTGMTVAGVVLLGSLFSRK
Yeast superoxide = caloric restriction mimetics inhibiting age-related superoxide in yeast; S. cerevisiae aged cells, superoxide DHE fluorescence; active compounds read low; superoxide response (% of plate mean), % at 10 µM; 0.18% of 330,000 active;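 active = superoxide response under a set limit, about three screen SD below normal, cut at about 65% in these data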;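 also: yeast aged for seven days with compound at 30 °C before DHE staining; 100% = average MFI of all compound-treated wells on the plate with controls excluded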
AGP1 TOR yeast = modulators of TOR pathway AGP1-GFP in S. cerevisiae; S. cerevisiae AGP1-GFP multiplex flow cytometry, 3 h; GFP as percent of DMSO wells; GFP response vs DMSO, % at 10 µM; AID 2066; 0.02% of 320,000 active;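 active = GFP response relative to DMSO above a set limit, near screen average plus 3 SD, cut at about 150% in these data; inconclusive = fewer than 70 cells counted for the yeast strain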;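 also: median GFP channel fluorescence of the gated AGP1 strain per well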
MEX-5 binding = C. elegans MEX-5 TCR-2 RNA binding activity | AID 1832 | activity score (negative = inhibition of binding), % at 10 µM | Q9XUB2 | MEX-5/FITC-TCR2 RNA binding, fluorescence polarization; active compounds read low | 0.38% of 300,000 active;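 active = inhibition past about -25% in most replicates, and total fluorescence under double the plate's negative control median, limit read from the data; inconclusive = replicates evenly split on the limit, or fluorescence at least double controls; inactive = too little inhibition in most replicates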;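 also: 0% = DMSO and -100% = 5 µM competing unlabeled TCR2 RNA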
Target sequence (Q9XUB2 whole entry, looked up): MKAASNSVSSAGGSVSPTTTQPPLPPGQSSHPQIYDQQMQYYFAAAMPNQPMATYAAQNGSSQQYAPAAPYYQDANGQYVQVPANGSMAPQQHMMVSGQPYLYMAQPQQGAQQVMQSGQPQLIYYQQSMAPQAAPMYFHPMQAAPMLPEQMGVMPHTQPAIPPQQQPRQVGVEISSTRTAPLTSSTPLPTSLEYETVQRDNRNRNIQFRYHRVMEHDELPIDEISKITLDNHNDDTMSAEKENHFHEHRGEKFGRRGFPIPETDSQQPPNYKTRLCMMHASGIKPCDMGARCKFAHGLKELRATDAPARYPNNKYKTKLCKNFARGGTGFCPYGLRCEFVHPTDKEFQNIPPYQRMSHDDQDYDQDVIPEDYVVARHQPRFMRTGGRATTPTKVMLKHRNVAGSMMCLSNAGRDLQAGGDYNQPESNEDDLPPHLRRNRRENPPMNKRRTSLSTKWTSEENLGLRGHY
GRK2 aptamer HTS = inhibitors of human GRK2 displacing RNA aptamer | P25098 | bead flow cytometry, FAM-aptamer displacement from GRK2 | inhibition of aptamer binding, % at 10 µM | 0.59% of 330,000 active;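 active = inhibition of aptamer binding above 40%, roughly 3 SD of noise, on plates passing a quality check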;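 also: median bead fluorescence of bound FAM aptamer so fluorescent compounds give negative values; no value below 0 was filed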
GLD-1 RNA inh = GLD-1-TGE RNA interaction inhibition (C. elegans) | purified GLD-1 + fluorescein TGE RNA, fluorescence polarization | inhibition, % at 5.96 µM | 0.44% of 320,000 active | AID 2280;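 active = percent inhibition above a per-plate cutoff, the plate mean of test compounds plus 3 SD, cut at about 30% in these data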;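 also: 0% = DMSO wells with GLD-1 and probe and 100% = wells lacking GLD-1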
CIT2-GFP yeast = alters CIT2-GFP fluorescence in TOR pathway yeast screen. S. cerevisiae CIT2-GFP strain, flow cytometry, 3 h; 100 means same as DMSO wells. 0.065% of 320,000 active. AID 2029. GFP response vs DMSO, % at 10 µM;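 active = GFP response relative to DMSO above a set limit, near the screen mean plus 3 SD, cut at about 150% in these data; inconclusive = Fewer than 70 cells measured for a yeast strain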;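 also: ratio of well median GFP fluorescence to mean of DMSO wells on the plate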
VLA-4 inh = inhibition in a human VLA-4 binding assay. inhibition, % (about 7 µM as worked out from the volumes in the protocol). P13612. VLA-4 expressing cells, ligand binding flow cytometry. 0.2% of 330,000 active; in the data active = inhibition above about 50%
MCL1 BIM primary = MCL1-BIM-BH3 interaction inhibition (human). Q07820. GST-MCL1 / FITC-Bim-BH3 fluorescence polarization. inhibition, % at 10.9 µM. 0.68% of 320,000 active;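 active = inhibition above the mean inhibition of all tested compounds plus 3 SD, set per campaign, cut at about 40% in these data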;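 also: 0% = DMSO wells and 100% = unlabeled Bim-BH3 peptide control; higher means more loss of mP so more displacement of Bim peptide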
Target sequence (Q07820 whole entry, looked up): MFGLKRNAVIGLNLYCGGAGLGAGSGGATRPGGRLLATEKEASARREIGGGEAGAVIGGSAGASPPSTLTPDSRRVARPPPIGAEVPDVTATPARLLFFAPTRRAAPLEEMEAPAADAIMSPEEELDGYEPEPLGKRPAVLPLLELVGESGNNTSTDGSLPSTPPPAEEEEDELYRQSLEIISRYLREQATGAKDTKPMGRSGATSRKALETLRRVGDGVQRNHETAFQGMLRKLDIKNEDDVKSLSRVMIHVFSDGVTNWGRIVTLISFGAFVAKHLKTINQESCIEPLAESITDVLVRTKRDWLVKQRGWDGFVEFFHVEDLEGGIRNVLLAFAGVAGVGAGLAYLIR
* = called active by the depositor; ? = inconclusive; / = no result given.

Structure | BCLXL inh | Yeast superoxide | AGP1 TOR yeast | MEX-5 binding | GRK2 aptamer HTS | GLD-1 RNA inh | CIT2-GFP yeast | VLA-4 inh | MCL1 BIM primary
COc1cccc(N=Nc2ccc3ccccc3c2O)c1 | 4 | 94 | 91 | -0.4 | 0 | 5 | 97 | -118 | 9
C/C(Cl)=C/Cn1c(N2CCCC2)nc2c1c(=O)n(C)c(=O)n2C | 5 | 98 | 99 | / | 3 | 7 | 100 | 10 | -2
Cc1ccc(CNC(=O)C2(c3cccs3)CCOCC2)cc1 | 8 | 103 | 107 | -1.9 | 3 | -1 | 100 | -4 | 8
Cc1ccc(C2(CCN)CCOC(C(C)C)C2)cc1 (centres undefined) | 0 | 99 | 95 | -1.6 | 0 | 5 | 96 | 14 | -1
Cc1cccc(OCC(=O)Nc2nc3ccc([N+](=O)[O-])cc3s2)c1 | 1 | 108 | 105 | 0.8 | 1 | 1 | 91 | 12 | -2
Cc1ccc(NCC(=O)N/N=C\C(Br)=C\c2ccccc2)cc1 | 4 | 117 | 95 | -0.4 | 0 | -3 | 91 | 14 | 10
N#CCSc1nc2ccccc2o1 | 1 | 100 | 109 | -0.5 | 1 | -2 | 99 | 2 | 6
CCN(CC)c1ccc(O)c(C=Nc2ccc(C)c(C)c2)c1 | 5 | 102 | 103 | -0.9 | 28 | -2 | 99 | 7 | 5
N#CC1(NC(=O)COC(=O)CCN=C2NS(=O)(=O)c3ccccc32)CCCCC1 | -2 | 98 | 114 | -2.1 | 0 | 2 | 112 | -3 | 1
O=C(c1cc(-c2ccc(Cl)cc2)on1)N1CCc2ccccc2C1 | 1 | 91 | 92 | -0.3 | 0 | 2 | 96 | 2 | -2
COCCCNC(=O)/C(C#N)=C/c1ccc(F)cc1 | 10 | 92 | 85 | 2.6 | 0 | -11 | 95 | 2 | 9
O=C(COc1c(Br)cc(Br)c2cccnc12)N1CCc2ccccc2C1 | 6 | 108 | 85 | 2.6 | 2 | 7 | 102 | -11 | 1
CC1=C(C(=O)OCC2CCCO2)C(c2cccc(O)c2)NC(=O)N1 (centres undefined) | 0 | 108 | 112 | -1.6 | 3 | 3 | 100 | 6 | -5
CCn1c(-c2ccccc2Cl)nn(CC(=O)Nc2ccccc2OC)c1=S | 1 | 96 | ? | 0.4 | 0 | 4 | ? | 7 | -2
Cc1cc(-c2ccccc2)nc(N/N=C/c2ccc(O)cc2O)n1 | 5 | 92 | 96 | ? | 1 | 3 | 106 | -6 | -2
CCCCC1=CC2=C(c3ccco3)C(=O)C(C)(OC(=O)c3ccc(OC)cc3)C(=O)C2=CN1CCN1CCOCC1 (centres undefined) | 72* | 99 | 69 | -38* | 0 | 41* | 62 | 2 | 93*
CN(Cc1ccccc1)C(=O)c1ccc(NC(=O)c2ccccc2)cc1 | 4 | 121 | 101 | -1.2 | 2 | 3 | 100 | -1 | 2
O=c1cc(O)c2ccccc2[nH]1 | 5 | 102 | 110 | -2.0 | 0 | 5 | 126 | 1 | 1
COC(=O)COc1cccc(NC(=O)c2cccs2)c1 | -2 | 120 | 104 | -0.7 | 1 | 8 | 104 | 30 | -7
O=C(CCCOc1ccccc1)NNC(=O)c1ccncc1 | / | 123 | 105 | / | 1 | -1 | 104 | -5 | /
O=C(CN1C(=O)c2ccccc2S1(=O)=O)c1ccccc1F | -2 | 90 | 91 | -6.1 | 0 | -6 | 81 | 2 | 2
Cc1cc(N2CCN(S(=O)(=O)c3ccccc3)CC2)c2ccccc2n1 | 2 | 101 | 107 | 0.7 | 3 | 0 | 106 | 23 | 1
Cc1cc(Oc2ccc(=O)n(C)n2)nc(=S)[nH]1 | 11 | 99 | 101 | -1.4 | 1 | 4 | 94 | 26 | 15
COc1ccc(O)c(CN2CCN(CCCc3ccccc3)C(CCO)C2)c1 (centres undefined) | 0 | 98 | 135 | -3.6 | 0 | 12 | 98 | -13 | 17
CCCCNC(=S)N(C)/N=C/c1sc(N2CCCCC2)nc1-c1cccs1 | 39* | 74 | 93 | -13 | 7 | 13 | 97 | -1 | -3

Part of the list above, with two lines to a compound.
Second line of a record – BCLXL inh	Yeast superoxide	AGP1 TOR yeast	MEX-5 binding	GRK2 aptamer HTS	GLD-1 RNA inh	CIT2-GFP yeast	VLA-4 inh	MCL1 BIM primary
O=C(c1cc(-c2ccc(Cl)cc2)on1)N1CCc2ccccc2C1
    1	91	92	-0.3	0	2	96	2	-2
COCCCNC(=O)/C(C#N)=C/c1ccc(F)cc1
    10	92	85	2.6	0	-11	95	2	9
O=C(COc1c(Br)cc(Br)c2cccnc12)N1CCc2ccccc2C1
    6	108	85	2.6	2	7	102	-11	1
CC1=C(C(=O)OCC2CCCO2)C(c2cccc(O)c2)NC(=O)N1 (centres undefined)
    0	108	112	-1.6	3	3	100	6	-5
CCn1c(-c2ccccc2Cl)nn(CC(=O)Nc2ccccc2OC)c1=S
    1	96	?	0.4	0	4	?	7	-2
Cc1cc(-c2ccccc2)nc(N/N=C/c2ccc(O)cc2O)n1
    5	92	96	?	1	3	106	-6	-2
CCCCC1=CC2=C(c3ccco3)C(=O)C(C)(OC(=O)c3ccc(OC)cc3)C(=O)C2=CN1CCN1CCOCC1 (centres undefined)
    72*	99	69	-38*	0	41*	62	2	93*
CN(Cc1ccccc1)C(=O)c1ccc(NC(=O)c2ccccc2)cc1
    4	121	101	-1.2	2	3	100	-1	2
O=c1cc(O)c2ccccc2[nH]1
    5	102	110	-2.0	0	5	126	1	1
COC(=O)COc1cccc(NC(=O)c2cccs2)c1
    -2	120	104	-0.7	1	8	104	30	-7
O=C(CCCOc1ccccc1)NNC(=O)c1ccncc1
    /	123	105	/	1	-1	104	-5	/
O=C(CN1C(=O)c2ccccc2S1(=O)=O)c1ccccc1F
    -2	90	91	-6.1	0	-6	81	2	2
Cc1cc(N2CCN(S(=O)(=O)c3ccccc3)CC2)c2ccccc2n1
    2	101	107	0.7	3	0	106	23	1
Cc1cc(Oc2ccc(=O)n(C)n2)nc(=S)[nH]1
    11	99	101	-1.4	1	4	94	26	15
COc1ccc(O)c(CN2CCN(CCCc3ccccc3)C(CCO)C2)c1 (centres undefined)
    0	98	135	-3.6	0	12	98	-13	17
CCCCNC(=S)N(C)/N=C/c1sc(N2CCCCC2)nc1-c1cccs1
    39*	74	93	-13	7	13	97	-1	-3

New compounds follow.
Structure | BCLXL inh | Yeast superoxide | AGP1 TOR yeast | MEX-5 binding | GRK2 aptamer HTS | GLD-1 RNA inh | CIT2-GFP yeast | VLA-4 inh | MCL1 BIM primary
CCN(CC)CCn1c(=S)[nH]c2ccc(Br)cc2c1=O | 8 | 86 | 107 | 2.5 | 1 | 1 | 101 | 7 | 4
O=c1cc(CSc2n[nH]c(=O)n2C2CC2)c2ccc(O)cc2o1 | -5 | 99 | 113 | -6.3 | 3 | -2 | 99 | 3 | -7
CCOC(=O)C1=C(O)C(=O)N(c2ccc(S(N)(=O)=O)cc2)C1c1ccc([N+](=O)[O-])cc1 (centres undefined) | 0 | 99 | 109 | 0.6 | 1 | 5 | 106 | 10 | -1
COC(=O)CCC(=O)NNC(=O)c1ccc(Br)cc1 | -5 | 101 | 97 | -1.9 | 3 | -6 | 92 | 5 | -6
CC1(C)CN(c2ccccc2)N(Cc2ccc(F)cc2)C1=O | 6 | 115 | 107 | -1.7 | 1 | 8 | 107 | -9 | 8
CCOc1ccccc1NC(=O)Nc1ccc(CC#N)cc1 | 8 | 106 | 97 | -1.2 | 1 | 3 | 93 | -5 | -2
CCCN(CC(=O)Nc1ccccc1OC)C(=O)c1ccncc1 | -1 | 105 | 99 | -2.5 | 0 | 0 | 105 | -4 | 0
COc1cc(/C=C2\N=C(c3c(-c4ccccc4)noc3C)OC2=O)ccc1OC(C)=O | -2 | 107 | 93 | -0.7 | 2 | 4 | 102 | -65 | 2
O=C(COc1ccccc1Cc1ccccc1)Nc1cccc(S(=O)(=O)N2CCOCC2)c1 | -2 | 97 | 101 | / | 0 | 1 | 96 | -16 | -1
CCC(C)(C)n1nnnc1C(c1ccc(O)c(OC)c1)N1CCc2ccccc2C1 (centres undefined) | 5 | 107 | 120 | 1.0 | 1 | 9 | 152* | 16 | 9
CCC(=O)N/C(=N/c1nc(C)cc(C)n1)Nc1cccc(OC)c1 | 3 | 113 | 99 | 0.7 | 0 | -3 | 96 | 17 | 6
CCC1=C(c2ccc(C)cc2)S(=O)(=O)N=C1N1CCC(C(=O)NCCCN2CCCCC2C)CC1 (centres undefined) | 0 | 90 | 101 | 1.4 | 0 | -2 | 107 | 2 | -3
CCCn1c(=O)c(C(=O)NCCc2ccc(OC)c(OC)c2)c(O)c2ccccc21 | / | 87 | 110 | 1.6 | 0 | / | 105 | -2 | /
Cc1csc(Nc2ccccc2)n1 | 0 | 94 | 99 | 0.1 | 0 | 1 | 95 | 3 | -3
COc1cccc(OC)c1C(=O)NC(=S)N1CCOCC1 | 7 | 97 | 83 | 0.1 | 0 | 4 | / | -7 | 5
CCOc1cc(Br)c(Br)c(C=Nc2ccc(NC(C)=O)cc2)c1O | 31* | 103 | 104 | -1.9 | 0 | 3 | 106 | 2 | 44*
Cc1ccsc1C(=O)OCC(=O)NCc1ccccc1 | / | 104 | 100 | / | 0 | 0 | 101 | -7 | /
COc1cc(CNCCO)cc(Cl)c1OCc1ccc(Cl)cc1Cl | 5 | 112 | 97 | 0.5 | 0 | 7 | / | 31 | 2
O=C(NC1CC1)c1cc(OCC(F)(F)F)ccc1OCC(F)(F)F | 1 | 102 | 109 | -1.2 | 0 | -2 | 103 | 2 | 12
CC(=O)Nc1ccc(OCC(=O)NCc2ccc(C)cc2)cc1 | -11 | 94 | 100 | 1.0 | 1 | 5 | 96 | 2 | -12
COc1ccc(NC(=O)CSc2nnc3ccc(-c4ccncc4)nn23)cc1 | 5 | 101 | 102 | -1.8 | 2 | 4 | 85 | 14 | 6
O=C(Nc1sc2c(c1C(=O)O)CCCCC2)c1cccs1 | 13 | 128 | 97 | 0.9 | 2 | 2 | 99 | 23 | 13
COc1ccc([C@H]2CC(=O)C=C(c3c(C)cc(C)cc3C)C2)cc1 | -6 | 90 | 90 | / | 4 | 2 | 92 | 4 | -2
COc1cc(NC(c2ccccc2)c2ccccc2)cc(OC)c1OC | 4 | 90 | 87 | 0.4 | 0 | 3 | 86 | 13 | -4

Single records (already shown). Order of values: BCLXL inh | Yeast superoxide | AGP1 TOR yeast | MEX-5 binding | GRK2 aptamer HTS | GLD-1 RNA inh | CIT2-GFP yeast | VLA-4 inh | MCL1 BIM primary
Entry for O=C(c1cc(-c2ccc(Cl)cc2)on1)N1CCc2ccccc2C1 = 1 | 91 | 92 | -0.3 | 0 | 2 | 96 | 2 | -2
Entry for CCCCC1=CC2=C(c3ccco3)C(=O)C(C)(OC(=O)c3ccc(OC)cc3)C(=O)C2=CN1CCN1CCOCC1 (centres undefined) = 72* | 99 | 69 | -38* | 0 | 41* | 62 | 2 | 93*
